HSF1 inhib – HSF1 inhibition; NIH3T3-HGL HSE-luciferase, MG132-induced, luminescence 8 h; active compounds read low; 300,000 tested, 0.77% active; activity change, negative = inhibition, % at 7.5 µM (by protocol);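 active = more than half of replicate wells show activity change below -50%, luminescence cut by over half; inconclusive = some wells, but at most half, below -50%; inactive = no replicate well below -50%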;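 note: luciferase reports HSF-1 transcriptional activity via heat shock element; 0% = median of DMSO wells and -100% = zero luminescence signal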
AI-2 QS modul – modulators of Vibrio harveyi AI-2 quorum sensing system; Vibrio harveyi JMH597 AI-2 luminescence/OD600 ratio, 9 h; active compounds read low; strain lacks LuxN and CqsS sensors; 0 = neutral-control median; 300,000 tested, 0.4% active; activity change, % at 7.5 µM; in the data active = activity change below about -75%, passing the limit was not always enough; inconclusive = no clear call, values can overlap the other calls;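 note: luminescence divided by OD600 gain over 9 h not by final OD600 alone; inactives centre near 13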
HIF act – HIF pathway transcriptional activation; 300,000 tested, 0.32% active; AID 1910; U2OS HRE-luciferase reporter, luminescence; normalized: DMSO 0%, desferrioxamine 100%; activation, % at 7.5 µM (by protocol);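 active = mean activation of at least 10% of the iron chelator positive control signal, with at least half of replicates also reaching 10%; inconclusive = mean and replicate majority disagree about reaching 10%; inactive = mean and most replicates under 10%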
IEC-6 cytotox – IEC-6 cytotoxicity, counter-screen for KLF5 inhibitors; luminescence viability; inhibition, % at 5 µM; 290,000 tested, 0.78% active; AID 1825; in the data active = inhibition above about 22%;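 note: 0% = plate median of test compound wells and 100% = cytotoxic reference compound wells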
HSF1 activator – increases HSF-1 driven luciferase reporter signal; activation, % at 9 µM; NIH3T3-HGL HSF-1 luciferase reporter, MG132, 8 h; 100% = twice DMSO control signal; 300,000 tested, 1.7% active; AID 504408;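 active = mean replicate activation of at least 50% with a set share of replicates each reaching 50%; inconclusive = only one of those two conditions met; inactive = mean below 50% and too few replicates reaching it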;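 note: 0% = median of the neutral control wells and 100% = twice that signal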
aSyn 5UTR inh – MLPCN primary screen, SNCA 5' untranslated region. alpha-synuclein 5'UTR reporter, inhibitor activity. inhibition, % (tested at 7.5 µM). 300,000 tested, 0.82% active; in the data active = inhibition above about 60%; inconclusive = no clear call, values can overlap the other calls;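 note: H4 neuroglioblastoma cells stably carrying SNCA 5'UTR luciferase fusion; 0% = DMSO wells and 100% = positive control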
HSP90 refold inh – blocks HSP90-mediated luciferase refolding in reticulocyte lysate; 290,000 tested, 0.91% active; Rabbit reticulocyte lysate, luciferase refolding luminescence, 3 h; AID 1789; inhibition, % at 5.6 µM;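 active = inhibition above the screen-wide mean plus 3 SD, computed separately per campaign, cut at about 16% in these data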;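 note: 0% = DMSO wells and 100% = 60 µM geldanamycin wells; inhibitors lower the luminescence because luciferase stays unfolded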
Platelet DG rel – platelet dense granule release activity; human platelet-rich plasma, SFLLRN dense granule ATP release, luminescence; inhibition, %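 (compounds screened at 7.5 µM in platelet-rich plasma)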; 300,000 tested, 0.22% active;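 active = mean replicate score, as percent of positive control, at or above 50; inconclusive = mean below 50 but at least one replicate at or above 50; inactive = mean and every replicate below 50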
SKKanGAS inh – SKKanGAS growth inhibition | S. pyogenes SKKanGAS, kanamycin growth, BacTiter-Glo, 6 h | inhibition, % at 7.5 µM | 300,000 tested, 1.3% active | AID 1662;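 active = mean replicate score, as percent of positive control median, at least 50; inconclusive = mean below 50 but one replicate at or above 50; inactive = mean and every replicate below 50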;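 note: strain carries kanamycin resistance gene driven by streptokinase promoter and grows in 40 µg/ml kanamycin; loss of luminescence reflects streptokinase promoter inhibition or plain growth inhibition; 0% = median of DMSO wells and 100% = positive control at its reference dose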
KLF5 inh – inhibitors of KLF5 expression | 290,000 tested, 0.23% active | inhibition, % at 5 µM | DLD-1 KLF5 promoter-luciferase reporter, luminescence;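 active = inhibition above a per-plate limit of that plate's mean compound inhibition plus 3 SD, cut at about 60% in these data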;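 note: 0% = DMSO wells and 100% = LY294002 at 200 µM; higher means less KLF5 promoter-driven luciferase light; inactives centre near -14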
* hit, by the source's call; u = inconclusive; x = no result given; & = joins results of further samples.

compound	HSF1 inhib	AI-2 QS modul	HIF act	IEC-6 cytotox	HSF1 activator	aSyn 5UTR inh	HSP90 refold inh	Platelet DG rel	SKKanGAS inh	KLF5 inh
COc1ccccc1/C=C(/C(=O)OCC(=O)Nc1ccccc1C(C)C)c1ccccc1	4	36	0.1	1	7	5	2	0	x	-26
COc1cc(C)nc(N(C)C(C)=O)n1	-8	-3	-0.1	-2	1	-2	-3	-6	-10	-20
Cn1c(SCC(=O)NNC(=O)Nc2ccc(Cl)cc2)nnc1-c1ccccc1	15	32	0.5	-6	56*	9	5	-5	3	-3
O=C(CSc1ccc(-c2cccs2)nn1)NCc1ccccc1Cl	1	9	0.4	2	-1	18	0	10	-5	8
CCOc1nc2ccccc2cc1/C=C/C(=O)O	6	20	0.0	2	35	-5	2	-3	1	-20
COc1cc(C(C)=O)ccc1OCC(O)CNCC(O)c1ccccc1 (centres undefined)	-4	16	-16	3	-1	8	4	8	-2	-32
COCCNC(=O)CNC(c1ccccc1)c1ccccc1	-6	12	0.1	-8	-7	-4	-1	9	-3	-13
Cc1ccc(C(=O)OCC(=O)NC2CCCC2)cc1	-3	17	-1.0	-2	-11	-3	-3	3	2	-53
O=C(/C=C/Nc1ccccc1F)c1cccs1	20	7	-1.1	0	u	-37	-5	48	7	-91
CCCn1c(SCC(=O)N2CCCCC2)nc2c1c(=O)n(C)c(=O)n2C	-2	18	-0.1	4	-10	13	-2	-4	-3	-4
Cc1cc(C)cc(N2C(=O)N(c3ccccc3C)C3CS(=O)(=O)CC32)c1 (centres undefined)	-5	12	-0.2	3	-4	6	0	1	3	5
CCCOc1ccc(N2CC(C(=O)Nc3ccc4c(c3)OCO4)CC2=O)cc1 (centres undefined)	5	26	0.0	4	6	17	3	-1	-4	-6
Cc1ccc2cc(C#N)c(NCc3ccco3)nc2c1	3	34	0.0	6	28	-67	6	0	2	-31
CCC1(c2ccc(F)cc2)NC(=O)N(CC(=O)Nc2ccc(C(N)=O)cc2)C1=O (centres undefined)	-13	x	-0.1	-6	-2	7	-2	6	-2	-2
S=c1[nH]nc(-c2ccccn2)n1/N=C/c1ccco1	-6	33	-0.6	-1	-4	11	0	-4	-11	-6
CC(C)CCOc1ccc(C(=O)C[N+]2(C)CCOCC2)cc1	-8	19	-0.4	-5	7	-8	3	1	-2	-44
COc1ccc(N(CC(=O)N2CCC(Cc3ccccc3)CC2)S(C)(=O)=O)cc1	-5	23	-0.2	1	10	-1	3	-4	-12	-36
CCCCn1c(NC(=O)C2CCCCC2)nc2ccccc21	-2	21	-0.6	7	-6	41	1	-2	97*	-13
CCCc1nc2oc3c(NCC4CCCO4)ncnc3c2c2c1COC(C)(C)C2 (centres undefined)	-10	14	0.0	3	-8	33	3	2	1	11
O=C(c1ccc2[nH]c3c(c2c1)CCCC3)N1CCN(c2ccc(F)cc2)CC1	-1	32	-0.3	6	15	10	4	-11	19	-27
Clc1cccc(Nc2nc(-c3cccnc3)cs2)c1	16	2	3.8	12	20	-271	-1	-2	-24	3
COCCn1nnnc1CN1CCC(Cc2ccccc2)CC1	-9	14	-0.3	3	-3	0	0	-2	2	-25
CCCCOC(=O)Cn1c(=O)oc2ccc(C)cc21	5	18	0.0	-4	-8	0	0	-2	-2	-51
COc1ccccc1N1CCN(c2cc(N3CCCC3)nc(C)n2)CC1	-40	19	x	-8	-41	9	0	-6	3	-11
COC(=O)c1ccccc1NC(=O)c1ccc2c(c1)OCCO2	6	20	0.6	1	38	-12	-3	2	-8	-15
CCc1ccc(S(=O)(=O)N2CCN(c3ncccn3)CC2)cc1	-4	15	-5.0	-6	-15	1	-3	2	1	4
C/C(Cl)=C\Cn1c(Nc2ccc(C)cc2)nc2c1c(=O)n(C)c(=O)n2C	-4	27	1.7	1	25	-10	2	2	-3	-11
O=C(Nc1cc(C(F)(F)F)ccc1N1CCOCC1)c1cnccn1	-9	5	0.3	-4	-17	15	-2	-2	-2	-4
COc1ccc(S(=O)(=O)N2CCCCCC2)cc1C(=O)N(C)CCOc1ccccc1	9	6	-0.3	x	7	-6	x	4	3	x
Cc1ccc(/C=C2\SC(=S)N(CCCC(=O)Nc3cccc(C(=O)O)c3)C2=O)cc1	-15	-4	-0.5	4	-2	43	2	-8	23	-7
Cc1cc(C)cc(NC(=O)CCn2c(=O)c3cccn3c3ccccc32)c1	6	17	-0.4	40*	-8	-3	-2	5	21	31
O=C(COc1ccccc1)NC(=S)Nc1ccc(Br)cn1	-5	-13	0.4	-1	-12	12	-1	12	-4	-16
O=C(CN(Cc1ccc(Cl)c(Cl)c1)S(=O)(=O)c1ccccc1)N/N=C\c1ccc2c(c1)OCO2	x	23	x	5	x	x	-3	x	39	-25
O=C(Nc1cccc(F)c1)/C(=C\c1ccco1)NC(=O)c1cccs1	14	17	0.1	3	26	-25	-3	-3	3	-16
CCCCCCCCCCOC(=O)Cn1c(COc2ccc(OC)cc2)[n+](C)c2ccccc21	15&1	1&17	1.3&-0.4	2&0	30&13	25&25	12&1	5&3	13&42	-39&-26
COc1ccc(NC(=O)C2CCCN(C)C2)cc1OCC(C)C (centres undefined)	0	30	-0.3	3	5	3	7	2	-2	-19
CC(=O)Nc1ccc(S(=O)(=O)N(C)CC(=O)Nc2ccccc2N2CCOCC2)cc1	-12	11	-0.5	-9	-4	14	-3	-26	8	-47
COc1ccc(N2CCN(S(=O)(=O)CCNC(=O)COc3ccc(Cl)cc3)CC2)cc1	-7	23	-0.5	-2	-4	-16	-3	2	-4	-10
O=C(NC(=S)Nn1cnc2c(cnn2-c2ccccc2)c1=O)c1ccc(Cl)cc1	x	11	0.0	0	x	17	3	-6	6	-1
CCCCC1=CC2=CC(=O)C(C)(OC(=O)c3ccco3)C(=O)C2=CO1 (centres undefined)	-2	23	-1.0	x	6	0	x	-15	12	x
O=C(NCc1ccco1)c1cc(S(=O)(=O)N2CCOCC2)c(Cl)cc1Cl	-3	29	-0.5	2	-3	10	3	-6	-2	-21
Cc1ccc(S(=O)(=O)n2nnc3ccccc32)c(C)c1C	0	27	-0.2	-3	6	-42	-2	7	-10	-23
O=Cc1cn(CCC(=O)O)nc1-c1cccc2ccccc12	-7	16	-0.9	0	0	12	1	10	-5	-6
CCn1c(SCC(=O)Nc2ccccc2)nnc1C1CCCCC1	4	14	-0.3	1	10	-1	-3	3	-4	-24
COc1ccc(CCNC(=O)c2nnn(CC(=O)Nc3ccccc3)c2N)cc1OC	-2	40	-0.1	-13	5	12	-4	2	-4	-25
Cc1cccc(N2C(=O)C(O)=C(C(=O)c3cccs3)C2c2ccc(F)cc2)n1 (centres undefined)	17	22	0.4	1	21	-5	2	2	5	2
CC(=O)Nc1ccc(S(=O)(=O)NC(C)C(=O)OCC(=O)NC2CCCC2)cc1 (centres undefined)	2	13	0.2	0	-6	15	3	25	0	-12
CCCCC(C(=O)NC1CCCC1)N(C(=O)c1snc(C(N)=O)c1N)c1ccc(C)cc1 (centres undefined)	8	25	-0.1	0	5	23	-2	9	5	7
CCOc1ccc(NC(=S)N2C3CCCC2CC(NC(=O)C2CC2)C3)cc1 (centres undefined)	-1	7	-0.5	-4	10	-4	1	3	1	-26
CC[C@@]12C(=O)N(c3cccc(Br)c3)C(=O)N1[C@H](c1ccc(OC)cc1)[C@@H]1C(=O)N(C(C)(C)C)C(=O)[C@@H]12	-1	11	-0.4	x	-10	-2	x	-7	-4	x
N#CCCN(C(=O)Nc1ccc(Cl)cc1)c1ccccc1	2	18	0.7	4	-1	9	4	-13	3	-26
CC(C)Cc1nnc(NC(=O)CCNC(=O)c2ccco2)s1	0	x	0.7	-7	4	-10	1	7	-8	-9
COc1ccc(C(=O)NCCCn2ccnc2)cc1	-2	10	-1.3	6	-5	-13	2	4	-4	-18
COc1cccc(C(=O)N2N=C(c3ccccc3)CC2(O)C(F)(F)F)c1 (centres undefined)	-3	37	0.0	-1	11	13	-2	0	-2	-25
CCOC(=O)CSc1nnc(-c2nnc(SCC(=O)OCC)n2CC)n1CC	3	31	-0.3	0	-1	20	1	-2	2	22
c1ccc(-c2cc3ccccc3nc2N2CCCC2)cc1	-3	-1	-0.4	16	-7	10	2	12	-7	-13
CN=C1SC(CC(=O)Nc2cccc(Cl)c2Cl)C(=O)N1C (centres undefined)	-7	5	0.1	-1	-11	-8	1	0	-2	-20
CS(=O)(=O)N1CCc2cc(C(=O)N3CCCCC3)ccc21	0	19	-0.2	-4	2	16	-1	-1	-2	0
O=C(Cn1nc(-c2cccc(Cl)c2)ccc1=O)Nc1ccccc1Br	-42	4	-1.6	1	-50	2	10	-5	-7	9
COC(=O)/C(=N/Nc1ccccc1C)N1CCCc2ccccc21	7	18	0.2	0	15	12	-3	-8	5	-12

Next results.
compound	HSF1 inhib	AI-2 QS modul	HIF act	IEC-6 cytotox	HSF1 activator	aSyn 5UTR inh	HSP90 refold inh	Platelet DG rel	SKKanGAS inh	KLF5 inh
Cc1nc(NS(=O)(=O)c2ccc(Br)cc2)c2c3c(sc2n1)CCC3	-1	20	0.0	1	4	-6	-1	0	44	-9
CCCCCC1C/C(=N\O)C=C(C)C1C(=O)OC (centres undefined)	7	19	-0.3	-4	11	-12	-4	4	-2	-15
C(/CCc1ccccc1)=N\Nc1nc2ccccc2[nH]1	0	1	u	7	6	-67	9	0	4	-75
N#CCSc1nnc(N)s1	-2	-7	0.2	0	-3	20	3	-6	-3	-19
NC(=O)CNC(=O)c1ccc(Cl)cc1	-5	7	-0.4	1	-13	-21	2	-5	-2	-21
O=C(Nc1ccccc1C(=O)Nc1ccc2c(c1)OCO2)c1cccs1	-28	16	0.1	3	-36	-61	1	8	-9	-43
O=C(O)c1cccc(S(=O)(=O)N2Cc3ccccc3C2)c1	2	14	-0.2	2	-4	22	0	0	1	-9
O=C1CN(c2ccccc2Cl)C(=O)CN1c1ccccc1Cl	-1	9	-0.3	6	-9	20	1	3	-4	-17
CC(=O)c1ccc(N2CCN(C(=O)Nc3ccc(Cl)cc3)CC2)cc1	12	1	-0.4	1	18	20	2	3	2	-30
COc1ccc(C(=O)CSc2nnnn2Cc2ccccc2)cc1	-5	3	-2.6	-3	-22	-1	1	-5	-11	0
Cc1ccc(S(=O)(=O)N2CCOCC2)cc1C(=O)NCc1ccco1	10	23	0.0	2	40	-20	-3	6	-14	-4
O=C(CCCN1C(=O)c2ccccc2C1=O)NCc1ccco1	5	5	0.4	8	-5	21	3	-1	-1	-4
